VEEV TC-83 Vero = inhibitors of VEEV TC-83 cytopathic effect, confirmation, Vero cells (AID 588727) | Vero cells, VEEV TC-83 cytopathic effect inhibition; higher % means a stronger effect | inhibition, % at 20 µM; hits with a dose series show IC50 in µM | 0.13% of 350,000 active; in the data active = a potency from the dose series; inconclusive = inhibition mostly from about 14% at the one dose, without a potency; inactive = the rest, 99 in 100 with inhibition below about 12%; note: strong numbers were not always called active
M. tuberculosis HTS = M. tuberculosis growth inhibition, HTS (AID 449762). M. tuberculosis H37Rv growth inhibition, 7H9 media; higher % means a stronger effect. inhibition, % at 25 µM; hits with a dose series show IC50 in µM. 0.59% of 330,000 active; in the data active = a potency from the dose series; inconclusive = inhibition above about 70% without an active follow-up result;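 note: bacterial growth assessed after seven days of incubation; strong numbers were not always called active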
H1N1 NS1A inhibition = NS1A inhibition, H1N1 influenza, cell based functional assay (AID 504329) | inhibition, % at 12.5 µM, or IC50 in µM where a hit was titrated | NS1A functional cell-based assay, percent inhibition; higher % means a stronger effect | 0.3% of 340,000 active; in the data active = a potency from the dose series; inconclusive = inhibition above about 27% without an active follow-up result; note: strong numbers were not always called active
M. tuberculosis = growth inhibition of non-replicating M. tuberculosis (AID 488890); Mycobacterium tuberculosis non-replicating, growth inhibition; higher % means a stronger effect; inhibition, % at 25 µM; hits with a dose series show IC50 in µM; 0.39% of 320,000 active; in the data active = a potency from the dose series; inconclusive = inhibition mostly from about 82% at the one dose, without a potency; inactive = the rest, 99 in 100 with inhibition below about 76%;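 note: plate controls were DMSO cells for no effect and high antibiotic wells for full effect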
PhoP GFP inhibition = PhoP regulon inhibitors, Salmonella typhi PhoP promoter GFP reporter, confirmatory (AID 1850); one-dose inhibition, % at 50 µM; IC50 in µM for titrated hits; Salmonella Typhi PhoP-promoter GFP reporter, fluorescence, 4 h; higher % means a stronger effect; 0.33% of 310,000 active; in the data active = a potency from the dose series; inconclusive = inhibition mostly from about 25% at the one dose, without a potency; inactive = the rest, 99 in 100 with inhibition below about 19%;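 note: 0% = induced wells with vehicle and 100% = uninduced wells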
VEEV TC-83 Vero 10K pilot screen = also measured in VEEV TC-83 Vero; calls as there; inhibition, %; measured here: 10K pilot screen inhibition
The depositor's hits bear a star; i = inactive; ? = inconclusive; / = not tested or not shown.

SMILES	VEEV TC-83 Vero	M. tuberculosis HTS	H1N1 NS1A inhibition	M. tuberculosis	PhoP GFP inhibition	others
CC(C)Cc1nnc(NC(=O)CCC(=O)Nc2ccc(Cl)cc2)s1	3.1%	-4.0%	-1.2%	/	-6.7%
CC1=Nc2cc(C(=O)NCCCOC(C)C)ccc2Sc2ccc(C)cc21	5.6%	0.1%	11.1%	14.1%	11.6%
C=CCn1c(=O)c2c(nc3n2CC(C)CN3CCc2ccccc2)n(C)c1=O (stereo not given)	10.1%	8.0%	0.0%	17.0%	-0.6%
O=C(CCCCCN1C(=O)c2ccccc2C1=O)NCc1ccccn1	2.4%	3.7%	-1.5%	-9.6%	-0.9%
Cc1ccc(S(=O)(=O)NC(C)C(c2cccs2)N2CCN(c3ccccc3)CC2)cc1 (stereo not given)	0.5%	-7.7%	4.6%	13.7%	-1.2%	VEEV TC-83 Vero 10K pilot screen=0.7
COc1ccc(CC(=O)NNc2ncnc3c2cnn3-c2ccc(C)cc2)cc1OC	i	-2.7%	-16.1%	-14.1%	0.3%
Cc1ccc(S(=O)(=O)NNC(=O)CCC(=O)Nc2ccccc2)cc1	0.4%	2.7%	-6.3%	-3.0%	5.7%
Cc1ccc(C=NCc2ccncc2)c(O)c1	0.1%	-3.3%	-1.6%	-0.4%	2.9%
COc1ccc(CNC(=O)COC(=O)c2nc3nc(C)cc(C)n3n2)cc1	8.6%	-3.3%	-3.1%	-5.6%	/
O=C(c1ccccc1F)N1CCCC(C(=O)N2CCc3ccccc3C2)C1 (stereo not given)	0.3%	-1.6%	-1.7%	18.8%	5.7%
O=C(/C=C/c1ccccc1)NCCSCc1ccccc1Cl	1.1%	41.2%	-22.8%	23.5%	-5.8%
CCCN(CCC)C1CCc2ccc(O)cc2C1 (stereo not given)	1.2%	1.1%	-4.0%	-1.2%	-12.4%
O=C(O)C1C2C=CC(C2)C1C(=O)Nc1cccc(C(F)(F)F)c1 (stereo not given)	0.8%	5.1%	-2.2%	6.9%	-5.1%
CN(Cc1ccco1)C(=O)C1CCN(c2nnc(-n3cccc3)s2)CC1	i	31.5%	7.2%	0.9%	-15.0%
O=C1c2ccccc2C(=O)c2[nH]c(=O)[nH]c21	i	?	-2.6%	?	?
O=C(O)c1cc(NS(=O)(=O)c2cccs2)cc(NS(=O)(=O)c2cccs2)c1	1.1%	5.9%	-7.6%	/	/
Cc1nn(C)c(C)c1NC(=O)COc1ccc(F)cc1Br	1.2%	4.1%	-9.1%	-2.8%	/
Cc1nc2sccn2c(=O)c1S(=O)(=O)NCc1ccccc1	0.2%	-3.8%	-4.4%	15.9%	9.4%
NC(=O)C1CCN(C2OC(=O)c3ccccc32)CC1 (stereo not given)	0.7%	-1.1%	-13.8%	-11.8%	-8.4%
Cc1ccc(S(=O)(=O)N2CCC(C(=O)NCc3ccccc3CN3CCCC3)CC2)cc1C	1.4%	4.6%	-2.9%	17.6%	/
COCc1nnc(NC(=O)c2sc3ccccc3c2Cl)s1	4.7%	-4.5%	-7.0%	/	-11.9%
CCC1CCCCN1CCNC(=O)C1CCCN(S(=O)(=O)c2cccc3nsnc23)C1 (stereo not given)	i	7.2%	6.1%	32.2%	-36.6%
Cc1ccc(NC(=O)CCCn2c(=O)[nH]c3ccsc3c2=O)cc1	1.3%	-5.0%	-2.5%	1.8%	7.7%
Cc1ccc(C)c(C(=O)COc2ncnc3ccccc23)c1	i	-0.3%	4.7%	15.8%	-1.4%
O=c1ccc(-c2ccc(S(=O)(=O)Nc3cccc(Br)c3)o2)n[nH]1	1.9%	-5.5%	6.7%	13.4%	-11.2%
CC(C)Cc1nnc(NC(=O)CCC(=O)NC2CCCCC2)s1	0.7%	7.2%	-1.9%	9.9%	4.1%
CN(c1ccccc1C(=O)Nc1cccc(C(F)(F)F)c1)S(C)(=O)=O	1.0%	15.7%	11.5%	8.7%	-2.2%
COc1ccc(/C(O)=C2/C(=O)C(=O)N(CCCN3CCOCC3)C2c2ccc(OC)cc2)cc1 (stereo not given)	0.5%	4.3%	-0.7%	11.2%	1.9%
CCOc1ccccc1NC(=O)NC1(C(=O)N2CCN3CCCC3C2)CCCCC1 (stereo not given)	0.4%	-2.4%	14.8%	-14.1%	8.1%
CC(=O)c1ccc(NS(=O)(=O)c2cccc(C)c2)cc1	0.9%	-2.7%	-3.1%	4.1%	-9.8%
COc1ccc(N2CC(C(=O)Nc3c4c(nn3-c3ccccc3)CS(=O)(=O)C4)CC2=O)cc1 (stereo not given)	1.4%	-7.6%	28.8%	-10.9%	-5.1%
COc1ccccc1N1CCN(C(=O)C2C3C=CC4(CN(Cc5ccccc5Cl)C(=O)C24)O3)CC1 (stereo not given)	i	-2.0%	-4.4%	-4.9%	10.4%
CC1CCN(c2ccc(-c3cccc(NC(=O)c4ccco4)c3)nn2)CC1	5.2%	?	-6.7%	21.1%	8.9%
O=C(c1ccco1)N(Cc1ccc2c(c1)OCO2)Cc1cc2cc3c(cc2[nH]c1=O)OCO3	i	2.4%	2.0%	-13.6%	2.8%
CCOC(=O)Cn1nc(-c2ccc(Cl)cc2)ccc1=O	i	-4.6%	-12.7%	5.6%	-1.9%
CCCCN(C)Cc1c(C(=O)N2CCc3ccccc3C2)nc2ccc(Cl)cn12	0.8%	-7.9%	-2.0%	-4.9%	14.5%	VEEV TC-83 Vero 10K pilot screen=0.4

Molecules shown so far with a Cl atom:
SMILES	VEEV TC-83 Vero	M. tuberculosis HTS	H1N1 NS1A inhibition	M. tuberculosis	PhoP GFP inhibition	others
CC(C)Cc1nnc(NC(=O)CCC(=O)Nc2ccc(Cl)cc2)s1	3.1%	-4.0%	-1.2%	/	-6.7%
O=C(/C=C/c1ccccc1)NCCSCc1ccccc1Cl	1.1%	41.2%	-22.8%	23.5%	-5.8%
COCc1nnc(NC(=O)c2sc3ccccc3c2Cl)s1	4.7%	-4.5%	-7.0%	/	-11.9%
COc1ccccc1N1CCN(C(=O)C2C3C=CC4(CN(Cc5ccccc5Cl)C(=O)C24)O3)CC1 (stereo not given)	i	-2.0%	-4.4%	-4.9%	10.4%
CCOC(=O)Cn1nc(-c2ccc(Cl)cc2)ccc1=O	i	-4.6%	-12.7%	5.6%	-1.9%
CCCCN(C)Cc1c(C(=O)N2CCc3ccccc3C2)nc2ccc(Cl)cn12	0.8%	-7.9%	-2.0%	-4.9%	14.5%	VEEV TC-83 Vero 10K pilot screen=0.4

2 entries picked at random from those above:
SMILES	VEEV TC-83 Vero	M. tuberculosis HTS	H1N1 NS1A inhibition	M. tuberculosis	PhoP GFP inhibition	others
C=CCn1c(=O)c2c(nc3n2CC(C)CN3CCc2ccccc2)n(C)c1=O (stereo not given)	10.1%	8.0%	0.0%	17.0%	-0.6%
CCOc1ccccc1NC(=O)NC1(C(=O)N2CCN3CCCC3C2)CCCCC1 (stereo not given)	0.4%	-2.4%	14.8%	-14.1%	8.1%

(cont.)
SMILES	VEEV TC-83 Vero	M. tuberculosis HTS	H1N1 NS1A inhibition	M. tuberculosis	PhoP GFP inhibition	others
COC(=O)c1c(N=CN(C)C)c(C#N)c2n1CCCC2	i	-7.8%	0.4%	-7.7%	-11.1%
COC(=O)c1c(-c2ccc(OC)cc2)sc2ccc(-c3ccc4c(c3)OCO4)cc12	8.4%	-0.2%	-5.7%	-10.6%	/
Cc1nc(N2CCOCC2)nc(Oc2ccccc2)c1[N+](=O)[O-]	2.4%	9.9%	-20.9%	6.4%	10.0%
Cn1c(=O)n(Cc2ccccc2)c2ccccc21	i	1.9%	-2.9%	3.7%	-15.2%
COc1cc(OC)c(NC2c3ccccc3C(=O)N2c2cc(C)ccn2)cc1Cl (stereo not given)	3.8%	-1.5%	-4.9%	13.2%	11.4%	VEEV TC-83 Vero 10K pilot screen=0.4
C[C@H](CO)N1C[C@H](C)[C@@H](CN(C)C(=O)Nc2ccc3c(c2)OCO3)Oc2ccc(NS(=O)(=O)c3ccccc3)cc2C1=O	0.1%	-3.9%	0.5%	5.7%	/
Cc1cccc(NC(=S)NCC2CCCO2)c1 (stereo not given)	2.2%	-1.4%	1.9%	13.8%	5.2%
CC(=O)N1N=C(c2cccc([N+](=O)[O-])c2)OC1c1ccc(Br)cc1 (stereo not given)	0.1%	1.2%	8.3%	-4.9%	-17.4%
C=CCN1C=C/C(=C\C=C(C#N)C#N)c2ccccc21	0.2%	44.8%	14.2µM*	41.6%	-7.5%
O=C1CN(CC(=O)NC(=O)NCc2ccccc2)CCN1	1.2%	-13.7%	5.1%	-21.9%	15.7%
CCCCOc1ccc(C(NC(=O)OCC)NC(=O)OCC)cc1	0.7%	0.5%	-2.9%	15.6%	6.5%
COc1cc2c(C#N)c(N3CCN(C)CC3)nc(N)c2c(N)n1	2.3%	14.8%	1.2%	4.3%	-8.8%
CC1(C)CC(O)C(C(O)c2cccc([N+](=O)[O-])c2)C(C)(C)N1 (stereo not given)	0.5%	-1.7%	-1.8%	-7.3%	-6.9%
CCOC(=O)C1=C(N)n2c(s/c(=C\c3ccco3)c2=O)=C(C(=O)OCC)C1c1ccco1 (stereo not given)	3.5%	-0.1%	-1.1%	-3.4%	-13.5%
COc1cnn(-c2ccc(C)cc2)c(=O)c1Br	1.2%	-1.6%	-3.5%	1.9%	2.6%
CC1CCN(c2ccc(NC(=O)C3CCCN3S(=O)(=O)c3ccc(F)cc3)cc2)CC1 (stereo not given)	2.1%	16.1%	4.3%	66.5%	/
CCOC(=O)c1ccccc1OC(=O)NNc1ccccc1	2.2%	/	4.1%	/	/
COc1ccccc1CCNC(=O)C1CCC(=O)N(C2CCCCCC2)C1 (stereo not given)	2.0%	0.3%	-10.1%	13.9%	-7.4%
COc1ccc(-c2c[n+]3c4n2CCCCC4=C(c2ccc(Br)cc2)C3)cc1	i	?	14.2%	79.3%	-10.0%
CN(C)C(=O)c1c(C(F)(F)F)nn(C)c1Cl	0.8%	-3.4%	-20.2%	3.3%	5.3%
C/C(=N/O)c1cc(C(C)(C)C)c(O)c(C(C)(C)C)c1	2.0%	1.8%	2.5%	1.6%	-12.9%
CCC1CCc2c(sc3ncnc(N4CCOCC4)c23)C1 (stereo not given)	5.7%	46.0%	1.8%	53.5%	-5.4%
Cc1cc(C(=O)Nc2cccnc2Cl)on1	0.7%	1.4%	-8.0%	8.5%	-5.3%
Cn1c(SCc2nc3ccccc3c(=O)[nH]2)nc2ccccc21	7.2%	1.2%	-5.8%	-9.9%	-0.7%
COC(=O)c1ccc(NC(=O)CSc2nnc(C)n2CC2CCCO2)cc1 (stereo not given)	i	-1.1%	-2.0%	0.1%	1.3%
CN(C)S(=O)(=O)CC12CCC(CC1=O)C2(C)C (stereo not given)	1.7%	-4.8%	-0.1%	-0.7%	-7.7%
CCN1CCN(c2ccc(S(=O)(=O)N3CCCCC3)cc2NC(=O)c2ccc(OC(F)F)cc2)CC1	i	6.1%	8.9%	28.6%	-1.8%
Cc1csc(NC(=O)c2ccc(Cl)cc2[N+](=O)[O-])n1	4.2%	10.3%	-11.3%	0.7%	-0.8%
O=C(CSc1ccccc1)NCCc1ccc(F)cc1	0.2%	3.3%	22.1%	73.8%	-1.7%
O=C(Cn1cc2c(n1)CCCC2)Nc1cc(-c2cccc(Cl)c2)no1	1.3%	-3.9%	-0.5%	28.5%	-6.3%
Cc1cc(=O)n(CC(C)C)c(O)c1C#N	0.4%	2.3%	-2.5%	-7.9%	30.9%
COC(=O)c1ccccc1NC(=O)CN1CCC(C)CC1	2.1%	-0.4%	-14.8%	1.2%	-6.6%
CC(C)C(NC(=O)C1CCC(C(C)(C)C)CC1)C(=O)NCCCN1CCCCC1 (stereo not given)	0.8%	1.0%	-8.2%	4.0%	-3.3%
Cn1c(=O)c2c(n3cnnc13)-c1ccccc1CC21CCCC1	i	4.1%	-19.6%	20.0%	13.6%
CCOc1ccc(OCC)c(NC(=O)c2[nH]c(C)c(C(C)=O)c2C)c1	1.4%	-1.7%	1.6%	2.2%	3.6%
CCc1nn(C(CC)C(=O)NCc2cccc(OC)c2)c(=O)c2cc3occc3n12 (stereo not given)	1.2%	4.3%	2.3%	15.0%	5.6%
COc1cc(OC)c(-c2nn3c(-c4ccco4)nnc3s2)cc1OC	i	/	-2.6%	/	/
CCCn1c(SCC(=O)Nc2cccc(NC(C)=O)c2)nnc1C(C)C	2.2%	3.3%	5.0%	3.1%	8.7%
CCc1nnc(NC(=O)C2Cc3ccccc3C(=O)O2)s1 (stereo not given)	0.5%	-5.3%	2.0%	-25.3%	0.3%	VEEV TC-83 Vero 10K pilot screen=0.3
C[C@@H]1CN([C@@H](C)CO)C(=O)Cc2cc(NS(=O)(=O)c3ccccc3)ccc2O[C@H]1CN(C)S(C)(=O)=O	0.1%	2.2%	2.5%	1.1%	/
CCOC(=O)/C(C(C)=O)=C1\OC(=O)c2ccccc21	1.5%	0.0%	8.1%	0.3%	-6.2%
